# Bfl-1 inhibitors: Bfl-1 inhibitors, primary screen, biochemical, fluorescence polarization, FITC-Bid, mouse (AID 432). Bcl-2-related protein A1 (Mus musculus). FITC-Bid BH3 peptide fluorescence polarization displacement; higher % means a stronger effect. displacement, % at 20 µM; hits with a dose series show IC50 in µM. 64,000 tested, 0.02% active; in the data active means a potency from the dose series; inactive means the rest, 99 in 100 with displacement below about 15%; further: strong numbers were not always called active
# HT1080 viability: cytotoxicity in HT1080 fibrosarcoma cells, cell-based, fluorescence readout (AID 620) | HT1080 viability, fluorescence; higher % means a stronger effect | cytotoxicity, % at 10 µM, or EC50 in µM where a hit was titrated | 87,000 tested, 0.42% active;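 further: cells exposed to compound overnight then 4 h with Alamar Blue; 0% = vehicle DMSO and 100% = killing control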
# KRASV12 cytotoxicity: cytotoxicity in KRAS-transformed pancreatic duct cells, primary screen, cell-based, fluorescence, HTS (AID 431) | HPDE-C7K KRASV12 cells, Alamar Blue viability, 48 h; higher % means a stronger effect | cytotoxicity, % at 10 µM, or EC50 in µM where a hit was titrated | 63,000 tested, 1.7% active;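 active means compounds whose percent cytotoxicity in the single-dose primary screen, scaled between solvent and toxic-drug controls, exceeds 50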;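 further: 0% = DMSO solvent wells and 100% = doxorubicin-treated wells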
# LYP phosphatase: LYP phosphatase inhibitors, primary screen, biochemical, DiFMUP fluorescence, recombinant catalytic domain, 10 µM (AID 606); recombinant LYP catalytic domain, DiFMUP fluorescence; higher % means a stronger effect; 52,000 tested, under 10 active; inhibition, % at 10 µM, or IC50 in µM where a hit was titrated; Tyrosine-protein phosphatase non-receptor type 22 (Homo sapiens);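 active means IC50 under 40 µM in the dose-response test; inactive means IC50 of 40 µM or more, or never dose-tested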
# TNAP inhibition: human TNAP enzyme inhibitors, biochemical, luminescent (AID 518); inhibition, % at 20 µM; hits with a dose series show IC50 in µM; purified TNAP enzyme, luminescent substrate readout; higher % means a stronger effect; 64,000 tested, 0.09% active; in the data active means a potency from the dose series; inactive means the rest, 99 in 100 with inhibition below about 22%;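 further: plate controls were vehicle for no effect and reference inhibitor for full effect; many of its hits are not listed in these tables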
# PMK inhibit: S. pneumoniae PMK inhibitors, primary screen, biochemical, mevalonate pathway, pilot trial included; purified PMK, PK/LDH-coupled NADH absorbance 340 nm; inhibition, % at 10 µM; 65,000 tested, 0.49% active; AID 539, 2006;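 active means top-ranked compounds by inhibition in the single 10 µM screen, taking a fixed number of the strongest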;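 further: 0% = full reaction with DMSO carrier and 100% = background rate without enzyme reaction; no value below 0 was filed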
# Spn DPM-DC inh: S. pneumoniae DPM-DC inhibitors, primary screen, biochemical, PK/LDH-coupled NADH fluorescence. diphosphomevalonate decarboxylase (Streptococcus pneumoniae D39). purified DPM-DC. calls only at 10 µM. 65,000 tested, 0.49% active;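 active means the 320 compounds with the highest percent inhibition in the single-dose primary screen, excluding strongly autofluorescent ones, cut at about 32% in these data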;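 further: kinetic rate of NADH fluorescence loss reporting ADP formed by the decarboxylase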
# MK inhibit: S. pneumoniae MK inhibitors, primary screen, biochemical, PK/LDH-coupled NADH absorbance. purified MK, PK/LDH-coupled NADH absorbance 340 nm. AID 555, 2006. 65,000 tested, 0.48% active. inhibition, % at 10 µM;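 active means ranked among the strongest by inhibition in the single 10 µM screen, a fixed top-ranked set picked for dose follow-up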; further: no value below 0 was filed
# HPDE-C7 cytotoxicity: cytotoxicity in HPDE-C7 cells, cell-based, fluorescence, HTS (AID 430); cytotoxicity, % at 10 µM, or EC50 in µM where a hit was titrated; 63,000 tested, 1.8% active; HPDE-C7 pancreatic duct cells viability, fluorescence; higher % means a stronger effect;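 further: cells exposed to compound for 48 hours before viability readout; 0% = vehicle and 100% = reference cytotoxic drug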
# PMK inhibit pilot replicates: also measured in PMK inhibit; calls as there; inhibition, %; measured here: pilot screen replicates
# MK inhibit pilot replicates: recorded beside MK inhibit, whose call it bears; inhibition, %; measured here: pilot screen replicates
# Spn DPM-DC inh pilot screen %: further read-out of Spn DPM-DC inh, marked with its call; inhibition, %; measured here: pilot screen trials
# Active calls of the source: *; i = inactive; nt = not tested or not shown; + = active, no number. Unless noted, no stated cut-off is given here; in the data, active means cytotoxicity above about 50%; inactive means the rest.
SMILES,Bfl-1 inhibitors,HT1080 viability,KRASV12 cytotoxicity,LYP phosphatase,TNAP inhibition,PMK inhibit,Spn DPM-DC inh,MK inhibit,HPDE-C7 cytotoxicity,others
Cc1ccc(S(=O)(=O)NCCN2CCOCC2)cc1C,3%,-4%,4%,nt,3%,21,+,16,5%,PMK inhibit pilot replicates=2.5;MK inhibit pilot replicates=0.0;Spn DPM-DC inh pilot screen %=+
COC(=O)NC1(C(F)(F)F)C(=O)NC(C)=C1C(=O)OC (stereo not drawn),-9%,-5%,-4%,0%,0%,0,i,3,-3%,
COc1ccc(-c2nn(C)c(=O)c3ccccc23)cc1CNC(=O)c1ccco1,nt,4%,nt,14%,nt,6,i,2,nt,
CC1CC(NC(=O)CCn2c(=O)oc3ccccc32)CC(C)(C)C1 (stereo not drawn),-5%,1%,-4%,3%,6%,9,i,10,-3%,
C=CCn1c(SCc2nc(N)nc(N3CCCCC3)n2)nnc1-c1ccco1,-5%,-4%,-11%,7%,6%,14,i,6,-6%,
CC(Sc1nnnn1C)C(=O)Nc1ccc(N2CCOCC2)cc1 (stereo not drawn),-11%,-2%,-1%,15%,11%,15,i,0,-6%,
O=C1c2ccccc2C(Nc2ccc3c(c2)OCCO3)N1Cc1ccco1 (stereo not drawn),-4%,-8%,7%,5%,11%,13,i,0,2%,PMK inhibit pilot replicates=0.0;MK inhibit pilot replicates=3.5;Spn DPM-DC inh pilot screen %=0.0
CC(=O)c1c(C)[nH]c(C(=O)NC2CCCCC2)c1C,-5%,12%,-5%,-4%,9%,9,i,7,10%,
O=C(O)CC1(c2ccccc2)C(=O)c2ccccc2C1=O,-1%,4%,-16%,12%,6%,0,i,15,-13%,
Cc1ccccc1NC(=O)NCCN1C(=O)C2C3C=CC(C3)C2C1=O (stereo not drawn),1%,-4%,-3%,16%,5%,6,i,2,5%,
Cc1cc(NC(=O)Cn2c(=O)c3c(ncn3CC(C)C)n(Cc3ccccc3)c2=O)no1,3%,-1%,10%,17%,5%,8,i,0,0%,
Cc1cc(N2CCC(C(=O)N3CCN(c4cccc(C)c4C)CC3)CC2)n2ncnc2n1,0%,2%,3%,nt,7%,2,i,0,6%,
Cc1ccn2cc(CNS(=O)(=O)c3ccc4c(c3)OCCO4)nc2c1,-5%,-5%,8%,11%,13%,1,i,6,-10%,
CCOC(=O)C1=C(C)OC(N)=C(C(=O)OCC)C1c1cccnc1 (stereo not drawn),-2%,-8%,-2%,nt,3%,6,i,11,-8%,
CCCOc1cc(CN2CCCCC2)cc(C(C)=O)c1,-8%,4%,14%,-9%,18%,0,i,nt,16%,
COc1ccc(-c2csc(N(CC3CCCO3)C(=O)c3ccco3)n2)cc1 (stereo not drawn),-2%,-3%,-10%,nt,1%,3,i,12,-12%,
O=C(O)c1ccc2c(c1)C(=O)N(c1cc(C(=O)O)ccc1Br)C2=O,-9%,3%,-9%,nt,4%,11,i,8,-17%,
C=CCN(c1ccc(C(=O)N2CCCC2)cc1)S(C)(=O)=O,-6%,nt,-10%,0%,12%,1,i,4,-10%,
COc1cc(C)nc(OCCNC(=O)COc2ccc(Cl)cc2Cl)n1,-1%,6%,-5%,0%,13%,20,i,0,3%,
CC1(C)CC(=O)C(C=NCCN2CCN(C(=O)C34CC5CC(CC(C5)C3)C4)CC2)=C(O)C1,-7%,-7%,16%,7%,16%,6,i,0,4%,
COc1ccc(C)cc1S(=O)(=O)N(CC(=O)O)c1ccc(C)cc1,-5%,6%,16%,14%,7%,1,i,2,18%,
c1ccc2c(c1)CCOC2CNCCCN1CCCCC1 (stereo not drawn),-2%,1%,25%,3%,14%,11,i,0,15%,
COc1ccc2c(c1)CCc1c(C(=O)N3CCCCCC3)noc1-2,7%,-1%,1%,2%,5%,16,i,0,9%,
CCC1(C)Cc2c(c(=O)n(-c3ccccc3)c3ncnc(N)c23)CO1 (stereo not drawn),0%,-1%,3%,3%,10%,9,i,6,2%,
Oc1ccc(C(c2nnnn2C2CCCC2)N2CCc3ccccc3C2)cc1 (stereo not drawn),-6%,0%,0%,5%,11%,3,i,7,-4%,

# Brought forward from above: 6 entries; new compounds follow.
SMILES,Bfl-1 inhibitors,HT1080 viability,KRASV12 cytotoxicity,LYP phosphatase,TNAP inhibition,PMK inhibit,Spn DPM-DC inh,MK inhibit,HPDE-C7 cytotoxicity,others
CC1(C)CC(=O)C(C=NCCN2CCN(C(=O)C34CC5CC(CC(C5)C3)C4)CC2)=C(O)C1,-7%,-7%,16%,7%,16%,6,i,0,4%,
COc1ccc(C)cc1S(=O)(=O)N(CC(=O)O)c1ccc(C)cc1,-5%,6%,16%,14%,7%,1,i,2,18%,
c1ccc2c(c1)CCOC2CNCCCN1CCCCC1 (stereo not drawn),-2%,1%,25%,3%,14%,11,i,0,15%,
COc1ccc2c(c1)CCc1c(C(=O)N3CCCCCC3)noc1-2,7%,-1%,1%,2%,5%,16,i,0,9%,
CCC1(C)Cc2c(c(=O)n(-c3ccccc3)c3ncnc(N)c23)CO1 (stereo not drawn),0%,-1%,3%,3%,10%,9,i,6,2%,
Oc1ccc(C(c2nnnn2C2CCCC2)N2CCc3ccccc3C2)cc1 (stereo not drawn),-6%,0%,0%,5%,11%,3,i,7,-4%,
Cn1c(=O)[nH]c(=O)c2c1nc(NCCc1ccccc1)n2CC(O)COc1ccccc1 (stereo not drawn),-2%,0%,-12%,19%,12%,8,i,4,-14%,
CCOC(=O)c1c(C2CC2)csc1NC(=O)CSCc1c(C)noc1C,-9%,0%,-7%,22%,7%,12,i,7,6%,
COc1ccc2c(c1)[nH]c1c(=O)n(CC3CCCO3)cnc12 (stereo not drawn),-11%,nt,-1%,13%,13%,0,i,1,-14%,PMK inhibit pilot replicates=0.0;MK inhibit pilot replicates=0.0;Spn DPM-DC inh pilot screen %=0.0
Cc1cc(Cl)ccc1OCCCC(=O)NO,-1%,2%,15%,nt,14%,0,i,2,12%,PMK inhibit pilot replicates=1.0;MK inhibit pilot replicates=0.0;Spn DPM-DC inh pilot screen %=0.0
Cc1csc(NC(=O)CCn2c(=O)sc3ccccc32)n1,4%,31%,0%,0%,-1%,2,i,4,-10%,
CN(Cc1ccccc1)C(=O)CCNS(=O)(=O)c1ccc2c(c1)oc(=O)n2C,-2%,-3%,-8%,8%,4%,4,i,2,1%,
CCn1cc(C(=O)NCc2cccnc2)c2cc(OC)c(OC)cc2c1=O,-7%,18%,1%,6%,-7%,0,i,5,-2%,
O=C(CCS(=O)(=O)c1cccc2nonc12)N1CCCc2ccccc21,7%,7%,-2%,11%,7%,3,i,3,-8%,
CC(=O)c1cc(-c2ccccc2)[nH]c1N1CCOCC1,5%,nt,-15%,nt,-1%,0,i,5,-30%,
CC(C(=O)NCCCN1CCOCC1)n1cccc1C(=O)c1ccccc1 (stereo not drawn),2%,12%,1%,nt,12%,11,i,0,-18%,PMK inhibit pilot replicates=2.0;MK inhibit pilot replicates=0.0;Spn DPM-DC inh pilot screen %=0.0
CCC(=O)c1cc(F)c(N2CCN(C(=O)Cc3ccccc3)CC2)cc1C,nt,0%,nt,0%,nt,6,i,3,nt,
CC(=O)Nn1c(-c2ccccc2)cc2ccccc21,-4%,-6%,-4%,nt,-1%,5,i,6,-3%,
CN(CC(=O)Nc1ccc(Cl)cc1)CC(=O)Nc1cc(Cl)ccc1C#N,-4%,-2%,8%,7%,-8%,5,i,7,12%,
CC(=O)Nc1c(O)nc(SCC(=O)Nc2ccc(C(C)=O)cc2)[nH]c1=O,-3%,-6%,-5%,11%,7%,9,i,3,-3%,
COc1ccc(-n2c(Cn3c(=O)sc4ccccc43)nnc2SC)cc1,-1%,6%,-1%,nt,0%,0,i,0,-5%,
Cn1c(=O)[nH]c(=O)c2c1nc(Br)n2CC(O)c1ccccc1 (stereo not drawn),-2%,17%,7%,nt,4%,5,i,10,12%,
CN1C(=O)c2ccc(N(C)C)cc2C1=O,-1%,-5%,6%,nt,18%,0,i,0,4%,
COC(=O)c1cc(OC)c(OC)cc1NC(=O)CCc1ccc(C)o1,-5%,4%,14%,-1%,6%,0,i,10,2%,
C=CCn1c(SCc2csc(C)n2)nc2scc(-c3ccc(C)o3)c2c1=O,5%,-3%,80%*,12%,8%,0,i,11,86%*,
c1csc(CCNc2ncnc3sc4c(c23)CCC4)c1,-5%,nt,10%,-4%,6%,15,i,6,-3%,
CC1CN(C(=O)COC(=O)c2cccs2)CC(C)O1 (stereo not drawn),nt,0%,nt,17%,nt,13,i,0,nt,
O=C(c1nnc(Cc2ccc(Cl)cc2)o1)N1CCOCC1,4%,-4%,1%,2%,7%,0,i,0,8%,
COC(=O)c1ccc(NC(=O)CSc2nnc(Cc3cccn3C)n2-c2ccc(F)cc2)cc1,-2%,3%,-4%,-4%,3%,0,i,9,-12%,
Cc1ccc2cc(CN(CCCN3CCOCC3)C(=O)NC3CCCCC3)c(=O)[nH]c2c1C,-5%,15%,-21%,-7%,10%,17,i,1,-17%,
O=C(/C=N/O)NCc1cccnc1,5%,-8%,9%,6%,10%,13,i,0,2%,
CN(C)C(=O)COc1ccc2ccc(=O)oc2c1,3%,6%,-6%,-5%,12%,4,nt,7,-14%,
COc1cccc(C2=CC(c3ccc(N(C)C)cc3)n3nnnc3N2)c1 (stereo not drawn),-10%,-17%,-4%,11%,5%,7,i,0,-3%,

# For reference, part of the list above.
SMILES,Bfl-1 inhibitors,HT1080 viability,KRASV12 cytotoxicity,LYP phosphatase,TNAP inhibition,PMK inhibit,Spn DPM-DC inh,MK inhibit,HPDE-C7 cytotoxicity,others
Cn1c(=O)[nH]c(=O)c2c1nc(NCCc1ccccc1)n2CC(O)COc1ccccc1 (stereo not drawn),-2%,0%,-12%,19%,12%,8,i,4,-14%,
CCOC(=O)c1c(C2CC2)csc1NC(=O)CSCc1c(C)noc1C,-9%,0%,-7%,22%,7%,12,i,7,6%,
COc1ccc2c(c1)[nH]c1c(=O)n(CC3CCCO3)cnc12 (stereo not drawn),-11%,nt,-1%,13%,13%,0,i,1,-14%,PMK inhibit pilot replicates=0.0;MK inhibit pilot replicates=0.0;Spn DPM-DC inh pilot screen %=0.0
Cc1cc(Cl)ccc1OCCCC(=O)NO,-1%,2%,15%,nt,14%,0,i,2,12%,PMK inhibit pilot replicates=1.0;MK inhibit pilot replicates=0.0;Spn DPM-DC inh pilot screen %=0.0

# Assay outcomes deposited in PubChem BioAssay by several laboratories.
